GPT2 inhibitor: Primary qHTS assay for inhibitors of Glutamate pyruvate transaminase 2 (GPT2); Potency, µM (series often up to 57.7 µM), for inactives: top-dose activity change, negative = inhibition, hits mostly inhibitors; Recombinant GPT2, coupled pyruvate oxidase/HRP Amplex Red fluorescence; 100,000 tested, 0.25% active; also: potency is read from the fitted curve at half-maximal effect; nearly all actives have a fitted effect of over 60% in size; many of its hits are not listed in these tables
Target sequence (Q8TD30 whole entry, looked up): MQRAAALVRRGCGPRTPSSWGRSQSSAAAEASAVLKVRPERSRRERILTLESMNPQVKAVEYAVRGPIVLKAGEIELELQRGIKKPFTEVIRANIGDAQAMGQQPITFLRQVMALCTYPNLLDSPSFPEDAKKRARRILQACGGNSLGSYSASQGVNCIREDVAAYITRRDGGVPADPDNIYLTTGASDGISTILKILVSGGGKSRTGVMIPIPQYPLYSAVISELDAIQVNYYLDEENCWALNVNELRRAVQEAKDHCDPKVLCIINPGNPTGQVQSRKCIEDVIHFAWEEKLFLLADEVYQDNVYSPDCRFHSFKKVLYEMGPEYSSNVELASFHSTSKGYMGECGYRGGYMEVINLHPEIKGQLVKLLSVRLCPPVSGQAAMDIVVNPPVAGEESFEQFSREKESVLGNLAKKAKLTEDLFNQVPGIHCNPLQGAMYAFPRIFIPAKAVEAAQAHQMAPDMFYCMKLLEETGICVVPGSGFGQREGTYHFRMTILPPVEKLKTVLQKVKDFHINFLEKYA
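GPT2 10ng/uL, a-KG 250uM, L-Ala 2mM, HEPES pH7.5 + 0.0001% Tween; 30 min RT. Then Amplex mix (PO/HRP/ThPP), 30 min RT dark, fluorescence. AOA 50uM used as positive control.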
HEK293 viab: GF-AFC viability counterscreen for inhibitors of alpha-synuclein gene (SNCA) expression | HEK-293-SNCA-luc viability, GF-AFC fluorescence, 24 h | Potency, µM (top dose mostly 57.1 µM), without a hit: at the top dose activity change, negative = cytotoxicity, usual class: cytotoxic | 150,000 tested, 0.12% active;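 also: potency is read from the fitted curve at half-maximal effect; 0% = DMSO-treated cells and -100% = medium-only wells without cells; nearly all actives have a fitted effect of over 30% in size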
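Cytotoxicity counterscreen: after 24 h compound treatment of genome-edited SNCA-luciferase HEK-293 cells, live-cell protease substrate GF-AFC read by fluorescence after 30 min; activity scaled between DMSO (0%) and medium-only (-100%), curves Hill-fitted.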
HEK cytotox: Cytotoxic Profiling in HEK 293 Cell Line of Diverse Libraries Using Quantitative High-Throughput Screening; HEK 293 viability, ATP luminescence (CellTiter-Glo), 48-72 h; 94,000 tested, 6.6% active; Potency, µM (titrated, usually from 115 µM), without a hit: at the highest dose activity change, negative = cytotoxicity, hits mostly inhibitors; also: potency is read from the fitted curve at half-maximal effect; nearly all actives have a fitted effect of over 60% in size
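HEK 293 cells at 250 cells/well were exposed to compounds by pintool transfer for 48 or 72 hr at 37 degree Celsius, 5% CO2. Viability was read as ATP-coupled luminescence with CellTiter-Glo after 10 min at room temperature.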
3T3 cytotox: Cytotoxic Profiling in NIH 3T3 Cell Line of Diverse Libraries Using Quantitative High-Throughput Screening; NIH 3T3 viability, CellTiter-Glo ATP luminescence, 48-72 h; Potency, µM (doses to about 96.7 µM), for inactives: top-dose activity change, negative = cytotoxicity, usual class: inhibitors; 94,000 tested, 4.3% active; also: potency is read from the fitted curve at half-maximal effect; nearly all actives have a fitted effect of over 55% in size
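Cytotoxicity is measured as loss of cellular ATP: NIH 3T3 cells (400/well) are exposed to compound for 48 or 72 hr at 37 °C, then CellTiter-Glo luminescence is imaged after 10 min at room temperature.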
SNCA expr inhib: Primary qHTS assay for inhibitors of alpha-synuclein gene (SNCA) expression; AID 1671194, 2021; 140,000 tested, 0.17% active; Potency, µM (doses to about 57.2 µM), without a hit: top-dose activity change, negative = inhibition, most hits filed as inhibitors; HEK-293 SNCA-luciferase knock-in, luminescence, 24 h;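 also: potency is read from the fitted curve at half-maximal effect; plate controls were DMSO cells for no effect and cell-free wells for full effect; nearly all actives have a fitted effect of over 45% in size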
FLuc inh: Firefly luciferase inhibition profiling of diverse chemical library using quantitative high-throughput screening | Luciferin 4-monooxygenase (Photinus pyralis), P08659 | purified P. pyralis luciferase, luminescence, biochemical | Potency, µM (doses to about 115 µM), for inactives: at the highest dose activity change, negative = inhibition, most hits filed as inhibitors | 76,000 tested, 2.5% active; also: potency is read from the fitted curve at half-maximal effect; nearly all actives have a fitted effect of over 65% in size
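Inhibitors were tested against purified firefly luciferase in a biochemical, low-substrate format (both substrates at 10uM) and luminescence measured with a CCD imager.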
IP6K1 inh: Primary qHTS assay for small molecule inhibitors of Inositol hexaphosphate kinase 1 (IP6K1) | 140,000 tested, 0.81% active | Inositol hexakisphosphate kinase 1 (Homo sapiens), Q92551 | activity change, % (series mostly up to about 58 µM) | IP6K1 kinase, ADP-Glo luminescence, 2 h; active compounds read low | AID 1645851, 2021; in the data active = activity change below about -25%
Target sequence (Q92551 whole entry, looked up): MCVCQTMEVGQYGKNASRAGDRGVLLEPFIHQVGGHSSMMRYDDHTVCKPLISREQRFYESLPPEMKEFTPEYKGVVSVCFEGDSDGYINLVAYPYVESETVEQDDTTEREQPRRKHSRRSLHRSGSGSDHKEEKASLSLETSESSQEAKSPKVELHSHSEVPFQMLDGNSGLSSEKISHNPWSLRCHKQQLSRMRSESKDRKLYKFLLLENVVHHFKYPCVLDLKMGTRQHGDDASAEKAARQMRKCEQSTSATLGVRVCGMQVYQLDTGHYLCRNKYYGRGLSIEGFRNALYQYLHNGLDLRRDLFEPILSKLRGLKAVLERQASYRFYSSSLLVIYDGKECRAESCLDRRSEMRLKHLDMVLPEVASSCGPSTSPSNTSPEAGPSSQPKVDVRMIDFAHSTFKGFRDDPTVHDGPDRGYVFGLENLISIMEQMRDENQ
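ADP-Glo luminescence measures ADP made by human IP6K1 during a 2 h RT reaction with ATP/IP6 (mix at 1.3 mM/130 uM); top library doses 57.5 and 19.1 uM final.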
* hit, by the source's call; i = inactive; ? = inconclusive; . = not tested or not shown; [ ] = dose if it differs, or a comment. Unless noted, calls follow the shape of the dose curve; as a rule, active = well fitted curve in the direction sought with a large enough effect; inconclusive = small, poorly fitted or top-dose-only effect, or another doubt; inactive = no such curve, though single readings can be large; an effect the other way counts as inactive or inconclusive. Unless noted, % is scaled to controls: 0 for no effect and ±100 for the full control effect. An excerpt (hit frequency here may not be typical).

SMILES	GPT2 inhibitor	HEK293 viab	HEK cytotox	3T3 cytotox	SNCA expr inhib	FLuc inh	IP6K1 inh
COc1ccc(C(=O)Nc2ccc(S(=O)(=O)Nc3cc(C)nc(C)n3)cc2)cc1	.	14%	.	.	-11%	.	7
Fc1cc(F)cc(Cc2nc3nccc(-c4cccnc4)n3n2)c1	i	5%	3%	?	-24%	-9%	-8
COc1ccc(-c2cn3c(n2)sc2cc(C(=O)Nc4ccc(F)cc4)ccc23)cc1	.	-25%	.	.	218%[activator]	.	1
CC(=O)N1CCC(C(=O)NC2CCN(c3cc(-c4ccccc4)[nH]n3)CC2)CC1	1%	11%	-5%	-4%	-24%	12%	1
O=[S+]1([O-])NCC2(CCN(Cc3ccc(Cl)cc3)C2)Oc2ccncc21 (configuration not stated)	-12%	2%	-14%	-9%	-15%	.	15
COc1ccc(CNC(=O)c2ccc3c(c2)N(C)C(=O)C2CCCCN32)cc1OC (configuration not stated)	.	8%	.	.	66%[activator]	.	2
Cc1ccc(S(=O)(=O)N2CCCC(CCC(=O)NC3CCCCC3)C2)cc1 (configuration not stated)	2%	-5%	?	?	-5%	6%	-2
CCCCCCCCCCOc1cc2c(=O)c(C(=O)OCC)c[nH]c2cc1OCC	?	16%[2.51 µM]	.	.	14%[2.29 µM]	.	16
O=C1CC(Cc2ccccc2)CN1CC(=O)N1CCOC2(CCCC2)C1 (configuration not stated)	-10%	12%	-11%	-25%	-5%	-6%	-1
CCN1C(=O)C2(CCN(S(=O)(=O)c3cccc(C)c3)CC2)c2ccccc21	i	8%	i	2%	25%	-4%	15
Cc1ccccc1[S+](=O)([O-])N1CC2(CN(CCOc3ccccc3)C(=O)O2)C1	?	-1%[87.6 µM]	?	?	-13%[87.6 µM]	4%[172 µM]	26
CCOc1ccc(NC(=O)C2CCN(S(=O)(=O)c3c(C)noc3/C=C/c3c(C)cc(C)cc3C)CC2)cc1	.	0%	.	.	-4%	.	7

A second format for some results above:
SMILES,GPT2 inhibitor,HEK293 viab,HEK cytotox,3T3 cytotox,SNCA expr inhib,FLuc inh,IP6K1 inh
CC(=O)N1CCC(C(=O)NC2CCN(c3cc(-c4ccccc4)[nH]n3)CC2)CC1,1%,11%,-5%,-4%,-24%,12%,1
O=[S+]1([O-])NCC2(CCN(Cc3ccc(Cl)cc3)C2)Oc2ccncc21 (configuration not stated),-12%,2%,-14%,-9%,-15%,.,15
COc1ccc(CNC(=O)c2ccc3c(c2)N(C)C(=O)C2CCCCN32)cc1OC (configuration not stated),.,8%,.,.,66%[activator],.,2
Cc1ccc(S(=O)(=O)N2CCCC(CCC(=O)NC3CCCCC3)C2)cc1 (configuration not stated),2%,-5%,?,?,-5%,6%,-2
CCCCCCCCCCOc1cc2c(=O)c(C(=O)OCC)c[nH]c2cc1OCC,?,16%[2.51 µM],.,.,14%[2.29 µM],.,16
O=C1CC(Cc2ccccc2)CN1CC(=O)N1CCOC2(CCCC2)C1 (configuration not stated),-10%,12%,-11%,-25%,-5%,-6%,-1
CCN1C(=O)C2(CCN(S(=O)(=O)c3cccc(C)c3)CC2)c2ccccc21,i,8%,i,2%,25%,-4%,15
Cc1ccccc1[S+](=O)([O-])N1CC2(CN(CCOc3ccccc3)C(=O)O2)C1,?,-1%[87.6 µM],?,?,-13%[87.6 µM],4%[172 µM],26
CCOc1ccc(NC(=O)C2CCN(S(=O)(=O)c3c(C)noc3/C=C/c3c(C)cc(C)cc3C)CC2)cc1,.,0%,.,.,-4%,.,7

Additional results follow:
SMILES	GPT2 inhibitor	HEK293 viab	HEK cytotox	3T3 cytotox	SNCA expr inhib	FLuc inh	IP6K1 inh
Cc1nc(CN2C(=O)OC3(CCN(C(=O)c4cccc(C#N)c4)CC3)C2(C)c2ccccc2)cs1 (configuration not stated)	-5%	2%	-2%	?	2%	-2%	-5
O=c1c2c(CO)c(-c3ccc(F)cc3)nn2ccn1Cc1cccc(F)c1	-13%	-2%	?	-7%	14%	10%	-1
COC(=O)c1c(SC)nc2ccccc2c1OCc1ccccc1Cl	.	-1%	.	.	-13%	.	-26*
CCc1ccc(N2CC(c3noc(-c4ccsc4)n3)CC2=O)cc1 (configuration not stated)	4%	12%	?	?	2%	-2%	31
COc1ccc(NC(=O)CN2C(=O)NC3(CCC(C)CC3)C2=O)cc1 (configuration not stated)	-8%	-10%	-7%	-18%	-17%	4%	-14
O=C(NCCc1c[nH]c2ccccc12)[C@@H]1C[C@H]2C(=O)NCCCCCCN(C(=O)C3CC3)[C@H]2C1	i	5%	?	?	13%	-12%	6
COc1ccccc1NC(=O)Cn1c(SCC(=O)NCc2ccccc2)nc2ccccc21	.	1%	.	.	-1%	.	14
O=C(Nc1cccc(C(F)(F)F)c1)c1cnn(-c2cccc(F)c2)c1C1CCNCC1	.	1%	.	.	-2%	.	1
O=C1CS(=O)C2(CCN(S(=O)(=O)c3ccccc3)CC2)N1CC1CC1 (configuration not stated)	5%	5%	-1%	-8%	-17%	-6%	-8
COc1ccc(Cl)cc1NC(=O)c1sc2nc3n(c(=O)c2c1C)CCC3	.	4%	.	.	-8%	.	3
O=C(NCCc1ccccc1)c1ccc(Cn2c(SCc3ccc(F)cc3)nc3cccnc32)cc1	.	-16%	.	.	-11%	.	6
O=C(O)c1ccccc1C(=O)NC[C@H]1Cn2c(-c3ccc(F)cc3)cnc2CO1	-9%[88.5 µM]	5%[87.6 µM]	i	i	4%[87.6 µM]	-13%[172 µM]	7
CCOC(=O)N1CCc2c(sc3c2c(=O)n(-c2ccccc2C(F)(F)F)c(=O)n3Cc2ccccc2C)C1	.	15%	.	.	5%	.	15
CCOC(=O)c1c(NC(=O)c2ccc(C)c(C)c2)sc2c1CCCCC2	.	-1%	.	.	41%[activator]	.	12
Cc1ccc(NS(=O)(=O)c2ccc3c(c2)CCCN3C(=O)C2CCC2)cc1Cl	.	-1%	.	.	?	.	-5
Nc1nc(CCC(=O)N2CC[C@@H](NC(=O)c3cccnc3)[C@H](O)C2)cs1	i	-15%	-7%	-2%	?	9%	-4
COC(=O)C1=C(C)N(Cc2cccc(Cl)c2)C(=O)CC1c1ccccc1Cl (configuration not stated)	i	5%	?	?	-14%	4%	-1
O=C(c1ccccc1F)N1CCC2(CC1)C(=O)NN=C2C1CC1	0%[88.5 µM]	0%[87.6 µM]	2%[172 µM]	-7%[138 µM]	-7%[87.6 µM]	4%[172 µM]	-3
Cc1nn2c(c1-c1ccccc1N1CCCC1)N(C(=O)c1ccc(Oc3ccccc3)cc1)CCC2	i	5%	?	?	17%	-30%	-4
COC(=O)c1scc(-c2ccc(C)cc2)c1S(=O)(=O)Nc1cc(C)c(Cl)cc1OC	.	-10%	.	.	?	.	2
CSc1ccc(-c2nc3cc(C)ccn3c2Nc2ccc(C)cc2)cc1	.	-3%	.	.	35%[activator]	.	28
O=C(O)CCC1CCC(c2cc(F)ccc2F)(S(=O)(=O)c2ccc(Cl)cc2)CC1 (configuration not stated)	i	-8%	.	.	1%	.	.
O=C(c1cccs1)N1CCC(c2n[nH]c(=O)n2Cc2ccc(F)cc2)CC1	-3%	2%	-3%	?	3%	0%	15
Cc1ccsc1CN1CCCCCCN(C)C(=O)[C@@H]2CCC[C@@H]21	-4%	?	?	?	-24%	-10%	2
Cn1ncc2c(C(=O)NCC(F)F)cc(-c3ccccc3F)nc21	.	.	-20%	?	.	.	-3
CCn1nccc1C(=O)N1CCC(N2CC(OCC3CC3)C23CCOCC3)CC1 (configuration not stated)	-12%	2%	-2%	-4%	-15%	.	-7
C[C@@H](N)C(=O)N1CCOc2c(O)cc(-c3ncc(C(F)(F)F)cc3Cl)cc2C1	i	4%	-13%	-31%	7%	-6%	-6
O=C(NCc1nnc2n1C(C(=O)NCc1ccncc1)CC2)c1ccccc1 (configuration not stated)	0%	0%	i	4%	15%	.	-2
Cc1ccc(-n2c(=O)c3ccc(C(=O)NCc4ccccc4Cl)cc3n(Cc3ccccc3F)c2=O)cc1	.	8%	.	.	-10%	.	14
COc1cccc(OCc2cc(C(=O)N(C)CC(O)CO)n[nH]2)c1 (configuration not stated)	0%	4%	0%	-6%	14%	-4%	-18
COC(=O)c1ccccc1-n1c(CCC(=O)O)ccc1-c1ccccc1	.	-8%	.	.	8%	.	-13
COCCN1C[C@H]2CN(C(=O)C3CC3)CCN2C1=O	-27%[88.5 µM]	1%[87.6 µM]	2%[230 µM]	4%[230 µM]	-7%[87.6 µM]	-3%[230 µM]	-6
Cc1cc(C(=O)N2CCC3(CCCN(CC4CCC4)C3=O)C2)nc(C)n1 (configuration not stated)	1%	6%	-2%	0%	11%	7%	-4
COc1ccc(-c2cc(N3CCC(NC(=O)c4cccc(C)c4)C3)n[nH]2)cc1 (configuration not stated)	?	-13%	?	-17%	?	-7%	6
CN(C)CCNC(=O)c1cc2n(n1)CCCN(C(=O)[C@@H]1CCCN1)C2	-25%	-8%	0%	-21%	-11%	-9%	5
Cc1ccc(NC(=O)N2CCC(N(C(=O)C3CC3)C3CCOCC3)CC2)c(C)c1	i	13%	-4%	0%	13%	4%	4
COc1ccc(-c2cc(C(F)(F)F)nc(NCc3ccc(Cl)cc3)n2)cc1	.	18%	.	.	-4%	.	9
COC1C(=O)N(C2CCN(C(=O)c3cnc(C)cn3)CC2)C12CCOCC2 (configuration not stated)	2%	15%	0%	i	0%	-1%	-5
COc1ccc(-c2nc3cc(NC(=O)COc4ccccc4C)ccc3o2)cc1	.	-17%	.	.	64%[activator]	.	17
Cc1cccc(OCCSc2nc3ccc(NC(=O)COc4ccccc4F)cc3s2)c1	.	13%	.	.	16%	.	4
COc1ccc(CNC(=O)c2nn(-c3ccccc3C)nc2CO)cc1	.	6%	.	.	-13%	.	16
FC(F)(F)Oc1ccc(-c2cnc([C@@H]3COCCN3Cc3ncc[nH]3)[nH]2)cc1	-9%[88.5 µM]	3%[87.6 µM]	?	?	-28%[87.6 µM]	-14%[172 µM]	2
CCCC(=O)Nc1ccc2nc(SCc3ccc(C)cc3)sc2c1	.	2%	.	.	44%	.	14

Screening results as filed in PubChem BioAssay.
